CXCR6 block – CXCR6 (human) receptor inhibition; O00574; CHO-K1 PathHunter CXCR6 beta-arrestin, luminescence; inhibition, % at 20 µM; 0.36% of 360,000 active; in the data active = inhibition above about 34%, passing the limit was not always enough;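 also: antagonist mode with CXCL16 agonist at 10 nM final; 0% = 10 nM CXCL16 with DMSO and 100% = unstimulated wells without agonist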
Gli-Sufu antag – blocks Gli-Sufu signaling in a luciferase reporter | 0.74% of 340,000 active | Sufu-KO-LIGHT fibroblasts, Gli luciferase reporter luminescence | inhibition, % at 5 µM;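 active = inhibition above about 55%, limit read from the data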;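 also: 0% = DMSO-treated cells and 100% = wells with medium but no cells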
NR3A LBD binder – NR3A (human) ligand-binding domain modulation. AID 1259313. Tm shift relative to glycine control, % at 25 µM. 2.5% of 340,000 active. NR3A LBD differential scanning fluorimetry, Tm shift; 0% = protein alone, 100% = glycine-bound protein;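 active = melting temperature shift of at least 10% of the positive control shift, at one fixed dose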
MPTP block – blocks calcium-induced mitochondrial swelling. inhibition, % at 10 µM. 1.4% of 360,000 active. isolated mouse mitochondria, Ca2+ swelling absorbance, 30 min;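 active = inhibition of 50% or more, scaled per plate between neutral and stimulator controls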;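 also: 0% = DMSO wells given calcium and 100% = 1 mM EGTA wells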
A3G deaminase – APOBEC3G (human) deaminase inhibition. Q9HC16. recombinant A3G, ssDNA deamination FAM/TAMRA fluorescence. inhibition, % at 20 µM. 0.28% of 330,000 active;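 active = inhibition of at least 40% at 20 µM, with no more than 30% in the related APOBEC3A deaminase screen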;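 also: plate controls were DMSO wells with A3G for no effect and wells lacking A3G enzyme for full effect; some compounds called inactive have numbers as strong as hits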
Target sequence (Q9HC16 whole entry, looked up): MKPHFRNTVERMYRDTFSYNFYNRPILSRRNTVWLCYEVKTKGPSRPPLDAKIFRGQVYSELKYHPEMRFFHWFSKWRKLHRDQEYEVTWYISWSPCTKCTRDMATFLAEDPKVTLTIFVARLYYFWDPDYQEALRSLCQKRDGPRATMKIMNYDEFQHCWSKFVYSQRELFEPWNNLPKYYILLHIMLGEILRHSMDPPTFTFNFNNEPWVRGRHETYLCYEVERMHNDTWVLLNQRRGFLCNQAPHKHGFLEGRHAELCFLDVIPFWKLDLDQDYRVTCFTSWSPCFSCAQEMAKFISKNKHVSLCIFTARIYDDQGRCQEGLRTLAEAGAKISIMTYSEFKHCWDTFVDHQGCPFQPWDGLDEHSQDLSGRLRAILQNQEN
EBI2 block – blocks human EBI2 receptor beta-arrestin signaling. EBI2 beta-arrestin recruitment, luminescence, 7a,25-OHC stimulated. P32249. inhibition, % at 5 µM. 0.81% of 360,000 active; in the data active = inhibition above about 38%;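 also: enzyme fragment complementation signal reports receptor beta-arrestin coupling in cells; 0% = agonist plus DMSO wells and 100% = wells without agonist; some results beyond the cut were filed as inactive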
Target sequence (P32249 whole entry, looked up, the tested form may be a part): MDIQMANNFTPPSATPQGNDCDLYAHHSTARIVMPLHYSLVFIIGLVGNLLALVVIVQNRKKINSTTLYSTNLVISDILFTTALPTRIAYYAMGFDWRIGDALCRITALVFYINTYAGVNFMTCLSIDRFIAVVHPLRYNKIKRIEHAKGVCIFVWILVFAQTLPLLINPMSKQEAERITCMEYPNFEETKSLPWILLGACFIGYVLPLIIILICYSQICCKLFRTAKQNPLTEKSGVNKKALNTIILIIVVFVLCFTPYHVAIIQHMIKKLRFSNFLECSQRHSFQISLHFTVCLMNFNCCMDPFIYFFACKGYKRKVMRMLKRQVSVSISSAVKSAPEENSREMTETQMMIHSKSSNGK
CCR6 antag – CCR6 (human) receptor antagonism. P51684. inhibition, % at 20 µM. AID 493098. CHO-K1 CCR6 PathHunter beta-arrestin, luminescence, CCL20-stimulated. 0.49% of 340,000 active;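 active = compounds whose inhibition of the agonist-driven luminescence signal at 20 µM reaches about 50%, limit read from the data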;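 also: cells stimulated with CCL20 at 14 nM final; plate controls were DMSO with CCL20 for no effect and DMSO without agonist for full effect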
APOBEC3A inh – inhibitors of human APOBEC3A DNA deaminase; P31941; recombinant A3A, FAM/TAMRA ssDNA deamination fluorescence; inhibition, % at 20 µM; 0.41% of 330,000 active;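 active = at least 40% inhibition at 20 µM here, with at most 30% in a related deaminase screen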;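 also: plate controls were A3A with DMSO for no effect and wells lacking A3A enzyme for full effect; some results filed as inactive read as strong as hits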
Target sequence (P31941 whole entry, looked up): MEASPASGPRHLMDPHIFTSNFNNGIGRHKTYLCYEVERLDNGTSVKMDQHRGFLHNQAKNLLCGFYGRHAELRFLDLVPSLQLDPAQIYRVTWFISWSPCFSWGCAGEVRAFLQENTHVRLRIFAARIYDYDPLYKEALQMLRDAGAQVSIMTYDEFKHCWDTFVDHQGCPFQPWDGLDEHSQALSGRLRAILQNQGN
* hit, by the source's call; . = no result given.

Sample of the layout, ten compounds:
1	O=C(CCC1CCCN(C(=O)CCN2CCCCC2=O)C1)NCc1ccccc1F (stereo not given)
2	CCOC(=O)c1sc(NC(=O)C(CC)OC(=O)C(CC(C)C)NC(=O)c2ccccc2)nc1C (stereo not given)
3	CC(=O)N1SC(N)=NC1c1ccccc1 (stereo not given)
4	O=C(Cn1cnc2ccccc2c1=O)NNC(=O)c1cccc([N+](=O)[O-])c1
5	CCOC(=O)c1cn[nH]c1C(F)(F)F
6	O=S(=O)(c1ccc(OCC(O)CN2CCCC2)cc1)N1CCOCC1 (stereo not given)
7	O=C(Nc1ccc(F)c(S(=O)(=O)N2CCOCC2)c1)C1CCCCC1
8	CC(C(=O)N1CCN(Cc2ccc3c(c2)OCO3)CC1)n1cc([N+](=O)[O-])cn1 (stereo not given)
9	Cn1cnnc1SCC(=O)NC(=O)NCc1ccccc1
10	Cc1nn(C)c(C)c1S(=O)(=O)N(CC(=O)N1CCc2ccccc21)c1ccc(C(C)C)cc1

Compound	1	2	3	4	5	6	7	8	9	10
CXCR6 block	-10	-5	6	7	-2	-3	9	4	4	7
Gli-Sufu antag	2	-8	5	-2	-12	4	-7	4	1	5
NR3A LBD binder	-1	-3	2	2	-1	-4	2	-2	-2	0
MPTP block	-1.3	1.3	3.2	-2.4	2.7	0.6	-0.7	-0.8	-1.3	-2.9
A3G deaminase	-9	-3	-2	-2	-3	2	-7	-15	-9	-8
EBI2 block	0	4	15	-7	-6	-5	2	-1	-13	10
CCR6 antag	1	-3	6	7	9	10	-3	6	5	-4
APOBEC3A inh	-3	-1	-2	4	-1	3	0	-2	-5	-3

Results, from the start:
1	O=C(CCC1CCCN(C(=O)CCN2CCCCC2=O)C1)NCc1ccccc1F (stereo not given)
2	CCOC(=O)c1sc(NC(=O)C(CC)OC(=O)C(CC(C)C)NC(=O)c2ccccc2)nc1C (stereo not given)
3	CC(=O)N1SC(N)=NC1c1ccccc1 (stereo not given)
4	O=C(Cn1cnc2ccccc2c1=O)NNC(=O)c1cccc([N+](=O)[O-])c1
5	CCOC(=O)c1cn[nH]c1C(F)(F)F
6	O=S(=O)(c1ccc(OCC(O)CN2CCCC2)cc1)N1CCOCC1 (stereo not given)
7	O=C(Nc1ccc(F)c(S(=O)(=O)N2CCOCC2)c1)C1CCCCC1
8	CC(C(=O)N1CCN(Cc2ccc3c(c2)OCO3)CC1)n1cc([N+](=O)[O-])cn1 (stereo not given)

Compound	1	2	3	4	5	6	7	8
CXCR6 block	-10	-5	6	7	-2	-3	9	4
Gli-Sufu antag	2	-8	5	-2	-12	4	-7	4
NR3A LBD binder	-1	-3	2	2	-1	-4	2	-2
MPTP block	-1.3	1.3	3.2	-2.4	2.7	0.6	-0.7	-0.8
A3G deaminase	-9	-3	-2	-2	-3	2	-7	-15
EBI2 block	0	4	15	-7	-6	-5	2	-1
CCR6 antag	1	-3	6	7	9	10	-3	6
APOBEC3A inh	-3	-1	-2	4	-1	3	0	-2

9	Cn1cnnc1SCC(=O)NC(=O)NCc1ccccc1
10	Cc1nn(C)c(C)c1S(=O)(=O)N(CC(=O)N1CCc2ccccc21)c1ccc(C(C)C)cc1
11	CSc1ccccc1NC(=O)COC(=O)CCCOc1ccc(C)cc1
12	O=C(NCc1ccccc1CN1CCCCC1)c1ccccc1N1CCCC1=O
13	CS(=O)(=O)Nc1ccc(C(=O)Nc2cccc([N+](=O)[O-])c2)cc1
14	CCOC(=O)C1=CN(Cc2ccco2)S(=O)(=O)N(CC)C1c1cccc(OC)c1 (stereo not given)
15	O=c1[nH]c(Cn2nnc(-c3ccccc3)n2)nc2scc(-c3ccccc3)c12
16	Cc1ccc(S(=O)(=O)N2CCCCC2)cc1NC(=O)CN1C(=O)CN(C)C1=O

Compound	9	10	11	12	13	14	15	16
CXCR6 block	4	7	-4	-1	10	-1	9	-2
Gli-Sufu antag	1	5	-1	11	6	52	3	-7
NR3A LBD binder	-2	0	3	1	21*	1	5	-1
MPTP block	-1.3	-2.9	0.8	-0.6	0.6	1.1	5.5	0.5
A3G deaminase	-9	-8	-6	14	-2	-2	-2	-4
EBI2 block	-13	10	-1	2	-4	7	-19	2
CCR6 antag	5	-4	11	-3	18	27	-3	-9
APOBEC3A inh	-5	-3	-2	57*	0	1	5	9

17	CC1(C)O[C@H]2CC(=O)OC[C@]23[C@H]2CC[C@@]4(C)[C@H](c5ccoc5)OC(=O)[C@H]5O[C@]54[C@]2(C)[C@@H](O)C[C@@H]13
18	CCC(C)(C(=O)NC1CCCCC1)N(C)C(=O)c1ccccn1 (stereo not given)
19	O=C(NCC1CCCN1S(=O)(=O)c1cccs1)C(=O)Nc1ccc(F)cc1F (stereo not given)
20	CCOc1ccc(NC(=O)Cn2nnc(C(=O)NCc3ccc4c(c3)OCO4)c2N)cc1
21	COc1cccc(NC(=O)Nc2ccccc2SC)c1
22	CCOC(=O)c1ccc(NC(=S)NNC(C)(C)C)cc1
23	O=S(OCCN1CCCC1)C(c1ccccc1)c1ccccc1 (stereo not given)
24	C[C@H](O)[C@@H]1C(=O)N2CCc3ccc(N4CCN(C)CC4)cc3[C@@H]2C[C@@H]1N(C)C(=O)Nc1cc(Cl)cc(Cl)c1

Compound	17	18	19	20	21	22	23	24
CXCR6 block	-5	6	-6	0	-9	-18	3	-3
Gli-Sufu antag	-3	3	-4	-13	-22	-23	-21	-7
NR3A LBD binder	1	0	-3	3	-18	0	0	-2
MPTP block	-1.6	-1.9	1.0	1.2	7.4	4.4	-0.1	-1.6
A3G deaminase	-7	-7	-1	-1	-7	-2	.	.
EBI2 block	0	-8	-10	-5	6	-3	-1	-2
CCR6 antag	0	1	16	0	13	9	5	11
APOBEC3A inh	-1	-4	1	0	-3	-3	.	.

25	CCOC(=O)c1csc(N/N=C2\CCCc3ccccc32)n1
26	O=S(=O)(c1cccs1)N1CN(CC2CCCO2)c2nc3ccccc3nc21 (stereo not given)
27	S=c1[nH]nc(-c2cc(-c3ccccc3)n[nH]2)n1/N=C/c1ccccc1
28	Cc1ccc(NC(=O)NC2CCCCC2)c(C)c1
29	CC(C)C(=O)Nc1ccc(C(=O)c2ccccc2)cc1
30	CCC(C)C(=O)Nc1ccccc1N1CCN(c2ccc(F)cc2)CC1 (stereo not given)
31	Cc1ccc(NC(=S)NNC(=O)CSc2nc3ccccc3c(=O)n2-c2ccc(C)cc2)cc1
32	Oc1[nH]c(=S)sc1C=C1N=c2ccccc2=N1

Compound	25	26	27	28	29	30	31	32
CXCR6 block	6	-1	0	9	9	-2	6	24
Gli-Sufu antag	-2	26	9	-11	-41	8	2	10
NR3A LBD binder	-3	1	-9	-6	0	3	1	18*
MPTP block	1.3	-0.7	7.9	0.9	3.4	1.6	3.2	8.7
A3G deaminase	1	-3	18	-8	-3	-3	-6	-9
EBI2 block	-28	-12	51*	7	0	6	0	15
CCR6 antag	-23	5	16	-1	-6	11	11	31
APOBEC3A inh	0	-1	-4	-2	-2	3	-6	-4

33	CC(OC(=O)c1cccc(-n2cnnn2)c1)C(=O)Nc1ccc(F)cc1Cl (stereo not given)
34	CCOC(=O)N1CCN(C(=O)CN(C2CCCCC2)S(=O)(=O)c2ccc(F)cc2)CC1
35	Cc1ccc(S(=O)(=O)NCC(=O)N(CC2CCCO2)C(C(=O)NC2CCCCC2)C(C)C)cc1 (stereo not given)
36	N#C/C(=C\c1ccc(Br)s1)C(=O)N1CCN(c2ccccc2)CC1
37	COc1cc(C2Oc3ccccc3C=C2[N+](=O)[O-])cc(OC)c1OC (stereo not given)
38	O=C(CSc1n[nH]c(=O)[nH]c1=O)N/N=C/c1ccccc1O
39	Cc1cc(C(=O)CCC(=O)N2CCN(c3ccccc3)CC2)c(C)s1
40	Cc1c(Cl)cccc1NC(=O)C1CCN(c2cnccn2)CC1

Compound	33	34	35	36	37	38	39	40
CXCR6 block	-16	4	-3	9	-18	1	-3	2
Gli-Sufu antag	-3	0	-21	7	12	-3	12	-3
NR3A LBD binder	1	1	-2	4	2	-1	-2	-3
MPTP block	-1.4	-0.6	-2.1	-1.3	2.9	-1.0	-2.7	-0.9
A3G deaminase	-5	-5	-13	12	.	-11	-5	-5
EBI2 block	-2	-7	4	73*	35	5	17	-8
CCR6 antag	1	3	0	5	-8	17	5	-9
APOBEC3A inh	5	-1	-6	3	.	-4	-1	-2

41	COc1ccc(-n2nnc3c(=O)n(CC(=O)N4CCCc5ccccc54)cnc32)cc1
42	Cc1cc(OCC(=O)N2CCC(C(N)=O)CC2)c2c(C)c(C)c(=O)oc2c1
43	Cc1ccccc1OC(=O)C1C(c2ccccc2)C(C(=O)O)C1c1ccccc1 (stereo not given)
44	CC(C)(C)CC(=O)Nc1ccc(C(N)=O)cc1
45	CCC(C)[C@H](NC(=O)[C@@H]1CSC2c3ccccc3C(=O)N21)C(=O)NCC1CCCO1 (stereo not given in full)
46	Cc1ncoc1C(=O)Nc1cccc(Cl)c1C
47	Fc1ccc(CNCc2ccccc2C(F)(F)F)cc1
48	Clc1ccc(OCc2nnc(-c3ccccc3Br)o2)cc1

Compound	41	42	43	44	45	46	47	48
CXCR6 block	2	-1	3	-2	-3	8	5	-2
Gli-Sufu antag	1	.	7	0	3	-5	-4	-1
NR3A LBD binder	12*	-4	-2	3	-1	1	-1	-5
MPTP block	-0.6	-1.0	23	-0.4	-0.9	-0.5	0.9	3.0
A3G deaminase	-3	4	-5	-7	2	-6	1	-5
EBI2 block	0	-2	-4	-3	-10	-5	-8	28
CCR6 antag	16	9	-3	-2	-6	1	-3	6
APOBEC3A inh	-3	-1	2	-3	-1	1	3	0

49	Cc1oc2cc3oc(=O)c(CC(=O)N[C@@H](C)C(=O)NC(Cc4ccc(Cl)cc4)C(=O)O)c(C)c3cc2c1C (stereo not given in full)
50	CCn1cc(/C=C(\NC(=O)c2ccccc2Cl)C(=O)N2CCOCC2)c2ccccc21
51	O=S(=O)(Nc1cccnc1Cl)c1ccc(-c2ccccc2)cc1
52	C=CCN1CCN(C(CC(C)C)c2nnnn2CCOC)CC1 (stereo not given)
53	COc1ccc(NC(=S)N2CCNC(=O)C2CC(=O)Nc2cccc(Cl)c2C)cc1 (stereo not given)
54	CC12CN3CC(C)(CN(C1)C3c1ccc3c(c1)OCO3)C2 (stereo not given)
55	COC(=O)C1(C)CC1(c1ccccc1)c1ccccc1 (stereo not given)
56	CN(C)N=Nc1ccc(S(=O)(=O)NC(Cc2ccccc2)C(=O)O)cc1 (stereo not given)
57	COC(=O)c1cccn(CC(=O)c2ccc(Cl)cc2)c1=O
58	COCCNC(=O)C(c1ccc(F)cc1)N(C(=O)CCC(=O)Nc1nccs1)c1ccc(C)cc1 (stereo not given)

Compound	49	50	51	52	53	54	55	56	57	58
CXCR6 block	4	8	-1	2	2	6	4	-17	5	-3
Gli-Sufu antag	8	-41	-6	-2	8	-2	44	-16	-6	-7
NR3A LBD binder	1	1	-2	-7	-2	-1	-1	-1	-1	1
MPTP block	-1.0	0.3	1.8	-4.9	1.6	-1.8	0.5	0.1	-2.1	-0.2
A3G deaminase	-8	-4	-5	4	-3	-5	-8	9	-11	-8
EBI2 block	3	-8	8	-2	27	5	10	-8	-4	-2
CCR6 antag	13	21	7	-1	3	11	18	10	-3	15
APOBEC3A inh	-5	-7	-4	-2	-1	-5	-1	-2	-6	2

Screening data as filed in PubChem BioAssay.
